Abeta rescue: qHTS for compounds that reverse cellular toxicity of Amyloid beta (A-beta) peptide in yeast: Primary Screen | yeast expressing A-beta42, growth rescue, OD600, 48 h; response scale: 0% DMSO, 100% iron-clioquinol control | Potency, µM (highest dose often 46.1 µM), for the others: top-dose growth rescue, usual class: activators | 410,000 tested, 0.063% active; note: potency is the fitted concentration of half-maximal effect; nearly all actives have a fitted effect of over 55% in size
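Yeast A-beta toxicity model in growth medium with pinned compounds, 48 h at 30 C; growth read as absorbance at 600 nm. Normalized to FeCl3/clioquinol equimolar mix (positive) and DMSO (negative).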
D3 ag: qHTS of D3 Dopamine Receptor Agonist: qHTS; D3R DiscoveRx beta-arrestin cells, luminescence, 90 min; D(3) dopamine receptor (Homo sapiens), P35462; AID 652048, 2013; max activation, %; 410,000 tested, 0.58% active; in the data active = max activation above about 30%; note: 0% is about no effect; mostly tested at two doses, the higher about 12 µM
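Cells at 1500/well, incubated overnight, then treated with pinned compounds (dopamine as control) for 90 min at 37 degrees C. DiscoveRx reagent added for 30 - 60 minutes at room temperature; luminescence read.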
aSyn rescue: qHTS of alpha-syn Inhibitors; Yeast expressing alpha-synuclein, growth rescue, BacTiter-Glo, 24 h; 370,000 tested, 0.14% active; Potency, µM (titrated, usually from 46.1 µM), without a hit: top-dose growth rescue (activation), most hits filed as activators; note: potency is the fitted concentration of half-maximal effect; % of control where 0% means no effect; nearly all actives have a fitted effect of over 65% in size
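Screening used galactose-induced yeast with toxic alpha-synuclein levels, exposed to compound for 24 hr at 30 deg C. Cell growth, read with BacTiter-Glo luminescence, gave the measured signal.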
EPAC2 ag: qHTS for Agonist of cAMP-regulated guanine nucleotide exchange factor 4 (EPAC2): primary screen | 360,000 tested, 0.079% active | Rap guanine nucleotide exchange factor 4 (Homo sapiens), Q8WZA2 | Potency, µM (series often up to 154 µM), for the others: top-dose activation, actives largely listed as activators | AID 720711, 2013 | EPAC2 activation, biochemical qHTS; response scale: 100% = 6.5 mM cAMP response; note: potency is the fitted concentration of half-maximal effect; nearly all actives have a fitted effect of over 50% in size
Target sequence (Q8WZA2 whole entry, looked up): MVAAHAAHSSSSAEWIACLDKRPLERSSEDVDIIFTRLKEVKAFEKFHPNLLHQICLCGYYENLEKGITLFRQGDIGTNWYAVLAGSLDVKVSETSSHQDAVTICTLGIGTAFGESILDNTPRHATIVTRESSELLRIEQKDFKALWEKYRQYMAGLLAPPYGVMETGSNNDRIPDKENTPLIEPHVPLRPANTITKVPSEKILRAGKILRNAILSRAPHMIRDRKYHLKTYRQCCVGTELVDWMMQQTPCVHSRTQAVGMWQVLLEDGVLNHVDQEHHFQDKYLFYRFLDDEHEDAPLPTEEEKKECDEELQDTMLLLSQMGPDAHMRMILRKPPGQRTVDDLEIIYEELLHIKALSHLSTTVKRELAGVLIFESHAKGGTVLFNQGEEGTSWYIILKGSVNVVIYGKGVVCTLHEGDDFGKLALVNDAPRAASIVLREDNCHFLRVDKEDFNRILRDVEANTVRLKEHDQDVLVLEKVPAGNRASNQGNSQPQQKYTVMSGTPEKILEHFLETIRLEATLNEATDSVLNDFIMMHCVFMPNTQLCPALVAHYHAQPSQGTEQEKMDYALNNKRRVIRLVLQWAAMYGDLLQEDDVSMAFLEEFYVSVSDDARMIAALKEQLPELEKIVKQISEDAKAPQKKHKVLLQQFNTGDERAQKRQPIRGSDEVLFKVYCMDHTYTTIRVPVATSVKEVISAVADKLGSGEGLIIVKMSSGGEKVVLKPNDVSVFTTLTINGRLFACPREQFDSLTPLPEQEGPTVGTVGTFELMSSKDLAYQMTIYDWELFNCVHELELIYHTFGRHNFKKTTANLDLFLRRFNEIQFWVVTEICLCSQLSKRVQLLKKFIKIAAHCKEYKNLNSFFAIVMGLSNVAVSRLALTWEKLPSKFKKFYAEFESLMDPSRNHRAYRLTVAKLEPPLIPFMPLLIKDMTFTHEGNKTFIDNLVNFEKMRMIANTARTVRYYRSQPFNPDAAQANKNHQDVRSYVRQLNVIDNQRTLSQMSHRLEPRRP
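Exchange assay: 100 nM EPAC2 with 250 nM Rap1B-BODIPY-GDP and 50 uM GDP. Fluorescence (ex 480/em 540 nm) read every 5 min for 30 min at room temperature. Data normalized to 6.5 mM cAMP as agonist control.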
EPAC2 antag: qHTS for Antagonist of cAMP-regulated guanine nucleotide exchange factor 2 (EPAC2): primary screen; AID 720708, 2013; 360,000 tested, 0.18% active; Potency, µM (titrated, usually from 114 µM), for the others: at the highest dose activity, negative = inhibition, usual class: inhibitors; Rap guanine nucleotide exchange factor 4 (Homo sapiens), Q8WZA2; EPAC2 GEF exchange of Rap1B-BODIPY-GDP, fluorescence; note: potency is the fitted concentration of half-maximal effect; % is set by controls: 0 for no effect and ±100 for the full control effect; nearly all actives have a fitted effect of over 45% in size; many of its hits are not listed in these tables
TDP-43 yeast inh: qHTS of TDP-43 Inhibitors; TDP-43 expressing yeast growth rescue, BacTiter-Glo, 24 h; Potency, µM (titrated, usually from 46.1 µM), for the others: at the highest dose growth rescue (activation), hits mostly activators; 410,000 tested, 1.8% active; AID 652104, 2013; note: potency is the fitted concentration of half-maximal effect; % of control where 0% means no effect; nearly all actives have a fitted effect of over 50% in size
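Readout is BacTiter-Glo luminescence of cell growth, so inhibitors register as activators. TDP-43-expressing yeast at OD600=0.02 in galactose medium, after raffinose pregrowth to mid-log, were incubated with compound for 24 hr at 30 deg C.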
DRD3 antagonist: qHTS of D3 Dopamine Receptor Antagonist: qHTS | D(3) dopamine receptor (Homo sapiens), P35462 | D3R cells, DiscoveRx beta-arrestin luminescence, antagonist mode; stronger effect = lower value | max response, negative = inhibition, % | 360,000 tested, 2.5% active | AID 652054, 2013; in the data active = max response below about -50%; inconclusive = no clear call, values can overlap the other calls; note: % is set by controls: 0 for no effect and ±100 for the full control effect; mostly tested at two doses, the higher about 12 µM
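Cells plated overnight at 1500 cells/well, then exposed to library compounds with dopamine controls for 90 minutes at 37 degrees C. DiscoveRx reagent added for 30–60 minutes at room temperature; luminescence read, quantitative HTS format.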
FUS suppressor: qHTS for Suppressors of FUS Proteinopathy: Primary screen using FUS-linked yeast assay. S. cerevisiae FUS-expressing, growth rescue, OD600, 24 h. Potency, µM (highest dose often 76.6 µM), without a hit: top-dose growth rescue (activation), actives largely listed as activators. 390,000 tested, 0.24% active. AID 1347120, 2019;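 note: potency is the fitted concentration of half-maximal effect; plate controls were DMSO vehicle for no effect and reference control for full effect; nearly all actives have a fitted effect of over 55% in size; some results filed as inactive show a strong effect at the top dose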
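Read-out: OD at 600 nm after 24hr at 30C, reporting rescue of FUS-induced yeast toxicity. Cells at OD 0.005 in galactose (2%) minimal medium; compounds tested in a dilution series; CP55940 titration from 92uM final as control.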
The depositor's hits bear a star; ? = inconclusive; nt = not tested or not shown; & = joins results of further samples; [ ] = dose if it differs, or a comment. Unless noted, calls come from the whole dose curve; as a rule, active = well fitted curve in the direction sought with a large enough effect; inconclusive = small, poorly fitted or top-dose-only effect, or another doubt; inactive = no such curve, though single readings can be large; an effect the other way counts as inactive or inconclusive. These rows are one share of the data, so the mix of outcomes need not match the whole.

entry	smiles	Abeta rescue	D3 ag	aSyn rescue	EPAC2 ag	EPAC2 antag	TDP-43 yeast inh	DRD3 antagonist	FUS suppressor
1	C=CCNC(=O)C(C)N1c2cccc3cccc(c23)S1(=O)=O (stereo not given)	-8%	-4	2%	10%	5%	-29%	-11	24%
2	COc1ccccc1-c1nc(-c2ccc(C)nc2OC)no1	6%	1	3%	10%	0%	?	-5	19%
3	Cc1ccc(SCC(=O)Nc2ccc(N3CCN(c4ccccc4)CC3)c(F)c2)cc1	-4%	-6	-9%	-4%	-3%	2%	12	20%
4	Cc1nn(CC(=O)NCc2ccco2)c(=O)c2cc3ccccc3n12	-3%	8	nt	nt	nt	19%	nt	6%
5	COC(=O)c1cc2sccc2n1CC(=O)Nc1cc(Cl)ccc1OC	-5%	6	nt	nt	nt	16%	nt	-14%
6	Cc1cccc(OCCCCCN2CCOCC2)c1	1%	-10	0%	13%	-4%	-6%	?	2%
7	OCC1OC(n2cnc3c(SCc4ccccc4)ncnc32)C(O)C1O (stereo not given)	11%	6	0%	7%	1%	0%	-3	nt
8	Cn1c(NCCCN2CCOCC2)nc2c1c(=O)n(Cc1ccc(Cl)c(Cl)c1)c(=O)n2C	19%	-2	7%	2%	-3%	-16%	-4	19%
9	O=C(CN1CCC(O)CC1)N1c2ccccc2C=Cc2ccccc21	24%[9.22 µM]	6	12%	0%	2%	9%	31	5%
10	CCOc1ccc(-n2nnnc2SCC(=O)c2ccccc2)cc1	-7%	4	6%	5%	0%	1%	6	-6%
11	COc1cc(CN2CCCN(C)CC2)cc([N+](=O)[O-])c1O	-14%	-7	-15%	-1%	0%	-21%	-17	-5%
12	O=S(=O)(NC(=NC1CCCCC1)c1ccccc1F)c1ccccc1	11%	0	1%	0%	-11%	3%	-3	14%
13	COc1ccc(Nc2nc(S(=O)(=O)c3ccc(C)cc3)c(Cl)s2)cc1	24%	1	-4%	5%	?	-17%[0.397 µM]	11	12%
14	COc1ccc(C(C)NC(=O)C23CC4CC(CC(C4)C2)C3)cc1OC (stereo not given)	-1%	3	1%	18%	-3%	9%	-4	-4%
15	O=c1cc(N2CCc3ccccc32)[nH]c(=O)n1-c1ccc(Cl)cc1	-7%	1	6%	4%	21%	6%	-3	-19%
16	CCCNS(=O)(=O)c1ccc(OCC(=O)OC)cc1	9%	30	1%	3%	3%	-3%	16	5%
17	COc1cc2cc(CN(Cc3ccc4c(c3)OCO4)C(=O)c3ccco3)c(=O)[nH]c2cc1OC	11%	24	0%	-9%	-1%	-4%	-19	18%
18	CCOc1ccc(/C=N/NC(=O)c2ccc3nc[nH]c3c2)cc1OC	-8%	1	-7%	5%	2%	0%	14	-10%
19	COc1ccccc1CN1CC(C(=O)N2CCCCO2)CCC1=O (stereo not given)	-5%	-9	0%	14%	15%	-1%	25	-24%
20	COc1ccc(CN(C)CCCn2cnc3c(SC)ncnc32)cc1OC	5%	2	6%	4%	2%	0%	-2	10%
21	Cc1ccc(-c2nnc(SCC(=O)NCC3CCCO3)n2C)cc1 (stereo not given)	-17%	-8	5%	7%	3%	-13%	0	-5%
22	O=[N+]([O-])c1ccccc1SN(Cc1ccccc1)c1ccccn1	-8%	-6	-19%	10%	?	?	-20	7%
23	O=C(CCC1CCCCC1)NCc1cccs1	20%	-1	6%	6%	-5%	?	3	-7%
24	CCCC(O)(c1ccc(CC)cc1)C(CN1CCOCC1)c1ccccc1 (stereo not given)	12%	-2	7%	-8%	?	8%	12	9%
25	Cc1ccc(S(=O)(=O)NCC(=O)NCC(=O)N2CCC(C)CC2)cc1	6%	-2	3%	5%	-4%	11%	6	7%
26	O=C(CN1C(=O)COc2ccc(S(=O)(=O)N3CCCCC3)cc21)NCc1ccc(Cl)cc1	-10%&-12%	-6&-3	-3%	16%	2%	-17%&17%	0	?
27	CC(=O)OCC1=C(C(=O)O)N2C(=O)C(NC(=O)c3ccc(F)cc3)C2SC1 (stereo not given)	13%	0	2%	2%	1%	-2%	15	2%
28	CCOC(=O)C1=C(COC(=O)c2sccc2C)NC(=O)NC1C (stereo not given)	-17%	-3	0%	4%	2%	3%	-15	-15%
29	CCOc1ccc(Nc2cc(C)nc3nc(C)nn23)cc1	18%	3	1%	9%	-5%	17%	18	-13%
30	CN(Cc1cn(C)nc1-c1cccc(Cl)c1)Cc1nccn1C	-4%	-1	2%	11%	-25%	19%	2	-23%
31	CN(Cc1ccccc1)S(=O)(=O)c1ccc(Cl)c(C(=O)N2CCC(C(N)=O)CC2)c1	10%	0	10%	7%	-7%	-7%	15	-3%
32	O=S(=O)(NCC1CN(S(=O)(=O)c2c(F)cccc2F)C1)c1ccc2c(c1)OCCO2	1%	nt	nt	13%	1%	nt	nt	-2%
33	O=C(NCc1ccco1)C1CC(c2ccccc2O)=NO1 (stereo not given)	-5%	-5	5%	8%	1%	-18%	-17	-4%
34	O=C1OC(c2cccs2)=N/C1=C\c1ccc(-c2cccc(Cl)c2)o1	10%	7	6%	4%	2%	-16%	-3	25%
35	COC(=O)c1ccc(Cn2nnc3c(=O)[nH]c(C4CCN(S(=O)(=O)c5cc(C)ccc5C)CC4)nc32)cc1	8%	-4	1%	5%	-6%	20%	11	5%
36	CC(C)CC(=O)Nc1nnc(SCC(=O)NCC2CCCO2)s1 (stereo not given)	-4%	9	6%	1%	9%	8%	11	4%
37	O=C(CN1C(=O)C2C3c4ccccc4C(c4ccccc43)C2C1=O)Nc1ccccc1C(=O)O (stereo not given)	-2%	5	7%	-3%	6%	10%	27	-18%
38	CCOc1cc(N2CCOCC2)c(OCC)cc1NC(=O)CN1C(=O)NC(CC(C)C)C1=O (stereo not given)	-4%	-5	2%	1%	4%	-13%	-2	7%
39	CC1=C(C(=O)Nc2ccc(C)cc2C)C(c2sccc2C)n2ncnc2N1 (stereo not given)	7%	-2	-6%	nt	nt	24%	nt	-3%
40	Cc1cc(NC(=O)c2ccco2)ncc1NC(=O)Cc1ccccc1	4%	-4	0%	1%	2%	-3%	5	22%
41	COc1cc(NC(=O)c2cccnc2)c(Cl)cc1NC(=O)c1ccc(Cl)cc1	12%	0	0%	5%	8%	28%	-1	-4%
42	Cn1c(=O)oc2cc(S(=O)(=O)N3CCOCC3)ccc21	10%	4	4%	-19%	8%[57.1 µM]	4%	18	-13%
43	CCN1CSC(=S)N(Cc2ccccc2)C1	-40%[inhibitor]	3	-19%	7%	-5%	-94%[inhibitor]	-24	-11%
44	Cc1ccc(C(CNC(=O)C(=O)Nc2ccc3c(c2)OCCO3)N2CCN(C)CC2)cc1 (stereo not given)	-4%	-13	12%	-1%	9%	18%	0	-5%
45	O=C(O)C1CC=CCC1C(=O)Nc1ccccc1C(=O)N1CCN(c2ccccc2)CC1 (stereo not given)	3%	-5	-10%	12%	9%	-6%	0	-5%
46	CN(C(=O)COC(=O)CCC(=O)c1ccc(F)cc1)C1CCCCC1	-1%	1	4%	-9%	-16%	-2%	7	1%
47	COCCn1c(=NC(C)=O)sc2cc([N+](=O)[O-])ccc21	10%	-1	-4%	9%	-3%	-16%	?	-3%
48	CC(=O)Nc1ccc(N/C=C2/CCCC2=O)cc1	-6%	3	2%	8%	1%	-6%	-18	14%
49	COc1ccccc1NC(=S)NC1CCCCCC1	?	7	7%	8%	-5%	0%	-2	10%
50	CNC(=O)CCn1nc(-c2ccccc2)c2ccccc2c1=O	-3%	-4	3%	2%	0%	-2%	-9	-1%

(more compounds)
entry	smiles	Abeta rescue	D3 ag	aSyn rescue	EPAC2 ag	EPAC2 antag	TDP-43 yeast inh	DRD3 antagonist	FUS suppressor
51	CCOC(=O)c1cc(-c2ccccc2)n(-c2cccc(C(=O)N(CC)c3ccccc3)c2)c1C	-5%	-20	nt	nt	nt	1%	nt	12%
52	Cc1ccc(C(=O)NCc2ccc(N(C)C)cc2)cc1NC(=O)c1nsc2ccccc12	-1%	-6	nt	nt	nt	14%	nt	?
53	Cc1cc(C)cc(C(=O)NCC(=O)OCc2cc([N+](=O)[O-])cc3c2OCOC3)c1	10%	0	10%	9%	4%	2%	-7	15%
54	COc1ccc(-c2nnc(NC(=O)C3CCCO3)s2)cc1 (stereo not given)	11%	3	-5%	4%	11%	19%	23	22%
55	c1ccc2[nH]c(CN3CCOCC3)nc2c1	-10%	-10	0%	8%	-5%	-24%	-22	?
56	CCN1CCN(S(=O)(=O)c2ccc(Cl)c(C(=O)N(CC)Cc3ccccc3)c2)CC1	4%	5	2%	3%	1%	18%	2	-8%
57	Cc1ccc2nsnc2c1S(=O)(=O)N(Cc1ccco1)Cc1cc2cccc(C)c2[nH]c1=O	9%	26	2%	8%	1%	-14%	17	-5%

Looked up by compound from above (two):
entry	smiles	Abeta rescue	D3 ag	aSyn rescue	EPAC2 ag	EPAC2 antag	TDP-43 yeast inh	DRD3 antagonist	FUS suppressor
51	CCOC(=O)c1cc(-c2ccccc2)n(-c2cccc(C(=O)N(CC)c3ccccc3)c2)c1C	-5%	-20	nt	nt	nt	1%	nt	12%
10	CCOc1ccc(-n2nnnc2SCC(=O)c2ccccc2)cc1	-7%	4	6%	5%	0%	1%	6	-6%

Whole records, quoted from the list:
Cc1ccc2nsnc2c1S(=O)(=O)N(Cc1ccco1)Cc1cc2cccc(C)c2[nH]c1=O across the screens: Abeta rescue = 9%; D3 ag = 26; aSyn rescue = 2%; EPAC2 ag = 8%; EPAC2 antag = 1%; TDP-43 yeast inh = -14%; DRD3 antagonist = 17; FUS suppressor = -5%
CCOC(=O)c1cc(-c2ccccc2)n(-c2cccc(C(=O)N(CC)c3ccccc3)c2)c1C across the screens: Abeta rescue = -5%; D3 ag = -20; aSyn rescue = nt; EPAC2 ag = nt; EPAC2 antag = nt; TDP-43 yeast inh = 1%; DRD3 antagonist = nt; FUS suppressor = 12%

Screening results as filed in PubChem.
